IMP-1 inhibitor = inhibitors of Pseudomonas aeruginosa IMP-1 metallo-beta-lactamase | inhibition, % at 5.6 µM | actives 0.45% (n = 290,000) | purified IMP-1, nitrocefin hydrolysis, epi-absorbance fluorescence | AID 1556;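 active means inhibition above the mean plus 3 SD of all compounds in the same screening run, cut at about 4.5% in these data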;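 further: 0% = IMP-1 with DMSO and 100% = DMSO wells lacking enzyme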
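assay system = purified recombinant IMP-1 metallo-beta-lactamase enzyme | schedule = 15 min preincubation plus 25 min reaction at 25 °C | signal = Epi-absorbance fluorescence, 480 nm excitation, 530 nm emission | read-out basis = percent inhibition from optical density relative to buffer-blank wells | controls = IMP-1 with DMSO as 0%, enzyme-free DMSO as 100%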
GPR7 antag = antagonists of human GPR7 (neuropeptides B/W receptor 1) | AID 1861 | inhibition, % at 4.4 µM | P48145 | GPR7-expressing cells, fluorescence antagonist assay | actives 1.1% (n = 290,000); in the data active means inhibition above about 16%, passing the limit was not always enough;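 further: cells stimulated with the agonist NPW; 0% = agonist with vehicle and 100% = vehicle without agonist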
OXTR agonist = agonists of human oxytocin receptor; CHO-OTR cells, Fluo-8 calcium fluorescence; normalized: DMSO 0%, oxytocin 100%; activation, % at 3 µM; P30559; actives 0.32% (n = 320,000);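 active means activation above the mean of all tested compounds plus 3 SD, cutoff set per screening run, cut at about 20% in these data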;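 further: peak over basal fluorescence ratio from a 100 s FLIPR kinetic read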
Target sequence (P30559 whole entry, looked up): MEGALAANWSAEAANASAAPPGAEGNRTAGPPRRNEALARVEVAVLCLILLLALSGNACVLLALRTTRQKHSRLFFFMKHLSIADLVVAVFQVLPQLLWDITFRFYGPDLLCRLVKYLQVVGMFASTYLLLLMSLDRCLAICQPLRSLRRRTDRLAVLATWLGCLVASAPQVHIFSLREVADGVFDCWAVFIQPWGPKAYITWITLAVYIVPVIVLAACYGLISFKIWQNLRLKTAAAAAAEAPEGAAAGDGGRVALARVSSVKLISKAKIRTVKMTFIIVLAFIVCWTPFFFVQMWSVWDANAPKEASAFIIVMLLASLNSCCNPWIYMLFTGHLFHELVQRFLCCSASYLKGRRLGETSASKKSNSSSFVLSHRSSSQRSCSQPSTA
GalR3 antagonist = antagonists of human GalR3; HEK293 GalR3-CNG cAMP membrane potential fluorescence; galR3 body fused to GalR1 C-terminus; actives 0.44% (n = 360,000); inhibition, % at 3 µM;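 active means inhibition above the screen-wide average plus 3 SD, cut at about 13% in these data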;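 further: forskolin and galanin both at EC90 stimulate the cells; cAMP rise reported by CNG channel membrane potential dye signal; 0% = forskolin plus galanin with DMSO and 100% = forskolin alone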
Target sequence (O60755 1-299 limits assumed): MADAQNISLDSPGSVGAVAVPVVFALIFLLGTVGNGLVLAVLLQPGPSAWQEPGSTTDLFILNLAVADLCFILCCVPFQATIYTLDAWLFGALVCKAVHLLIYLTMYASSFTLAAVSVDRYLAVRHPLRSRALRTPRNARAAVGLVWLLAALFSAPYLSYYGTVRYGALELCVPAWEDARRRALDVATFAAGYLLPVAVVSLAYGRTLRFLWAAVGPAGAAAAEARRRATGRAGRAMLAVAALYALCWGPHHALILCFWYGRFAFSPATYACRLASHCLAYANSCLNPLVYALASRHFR
HCV NS3 hel inh = inhibitors of Hepatitis C virus NS3 helicase. NS3 helicase DNA unwinding, Cy5 molecular beacon fluorescence. inhibition, % at 10.9 µM. AID 1800. actives 0.56% (n = 290,000);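 active means inhibition above the mean of all tested compounds plus 3 SD, set per campaign, cut at about 35% in these data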;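 further: 0% = DMSO wells and 100% = thioflavine S control wells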
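Assay system: hepatitis C virus NS3 helicase domain fragment enzyme. Also added: annealed dual-labelled DNA beacon duplex, ATP-started. Timing: 1 h reaction at 25 °C, ATP-initiated. Technique: Cy5 fluorescence at 0 and 60 min, beacon hairpin quenching. Evaluation: % inhibition of unwinding. Replication: one well per compound.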
V1R ag counter = V1a receptor agonism, counter-screen for OXTR agonists; P37288; activation, % at 3 µM; actives 0.25% (n = 320,000); CHO-V1R cells, Fluo-8 calcium fluorescence, agonist mode; 0% DMSO, 100% 3 nM vasopressin;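 active means activation above the mean activation of all tested compounds plus 3 SD, per screening run, cut at about 20% in these data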;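 further: signal is peak over basal fluorescence ratio across a 100 second FLIPR read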
Target sequence (P37288 whole entry, looked up): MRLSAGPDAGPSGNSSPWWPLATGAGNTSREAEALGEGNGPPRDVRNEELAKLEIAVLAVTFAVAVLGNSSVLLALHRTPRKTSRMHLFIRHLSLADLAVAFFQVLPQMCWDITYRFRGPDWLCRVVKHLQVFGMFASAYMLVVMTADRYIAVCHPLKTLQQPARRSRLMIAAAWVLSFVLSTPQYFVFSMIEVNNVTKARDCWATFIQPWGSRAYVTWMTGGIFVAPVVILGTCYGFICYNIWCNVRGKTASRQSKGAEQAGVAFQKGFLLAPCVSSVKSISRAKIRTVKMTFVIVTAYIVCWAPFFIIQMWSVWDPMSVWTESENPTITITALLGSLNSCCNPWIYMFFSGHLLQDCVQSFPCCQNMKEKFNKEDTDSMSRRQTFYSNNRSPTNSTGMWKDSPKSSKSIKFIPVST
FID counter = counter-screen for HCV NS3 helicase inhibitors: DNA intercalator displacement; DNA fluorescent intercalator displacement, fluorescence; inhibition, % at 7.9 µM; actives 0.17% (n = 290,000); AID 1845; in the data active means inhibition above about 37%;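 further: 0% = vehicle and 100% = reference compound; higher means more ethidium bromide displaced from hairpin DNA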
PHOSPHO1 inh = PHOSPHO1 (human) inhibition | actives 1.1% (n = 290,000) | recombinant PHOSPHO1, absorbance phosphatase assay | inhibition, % at 13.3 µM | Q8TCT1; in the data active means inhibition above about 60%
VIM-2 inhibitor = inhibitors of Pseudomonas aeruginosa VIM-2 metallo-beta-lactamase; purified VIM-2, nitrocefin hydrolysis, epi-absorbance fluorescence; inhibition, % at 5.6 µM; actives 0.89% (n = 290,000);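 active means inhibition above the mean of all tested compounds plus 3 SD, cutoff set per screening run, cut at about 7.5% in these data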;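 further: red hydrolysis product quenches plate fluorescence so inhibitors raise well fluorescence; 0% = enzyme with DMSO and 100% = DMSO without enzyme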
Numbers without * were called inactive; x = not tested or not shown.

entry	Compound	IMP-1 inhibitor	GPR7 antag	OXTR agonist	GalR3 antagonist	HCV NS3 hel inh	V1R ag counter	FID counter	PHOSPHO1 inh	VIM-2 inhibitor
1	Cc1cc(C)n(C(=O)c2sc3cc(F)ccc3c2Cl)n1	-3.0	-16	-1.1	x	-10	0.1	4	1	-2.5
2	O=c1nc(N2CCCC2)nc(N2CCCC2)[nH]1	-1.7	-1	-0.7	-11	5	-0.2	-2	40	-0.1
3	COc1cccc(CNC(=S)Nc2cccc(Cl)c2C)c1	-2.4	-8	-0.8	-5	-19	2.7	-10	x	-1.3
4	CCN(CC)c1ccc2cc(C(C)=O)c(=O)oc2c1	3.1	-6	12	-5	-2	14	-3	2	3.4
5	COc1cccc(N/C(SC)=C(/C#N)C(N)=O)c1	-2.8	-8	-0.8	-5	-7	-0.1	0	7	-1.4
6	COc1ccc(OC)c(/C=N\NC(=O)CC(=O)NCCc2ccccc2)c1	-4.2	-8	-1.4	-4	4	0.4	-19	32	-7.4
7	Cc1noc(C)c1CC(=O)NC1CC(C)(C)Cc2c1cnn2-c1ccccc1 (stereo not given)	-3.1	-3	-0.3	-3	-1	-0.7	-27	28	-0.1
8	CCCc1cc(-c2nc(-c3ccc(C)cc3)cs2)ccn1	-2.5	-2	-2.0	-1	-15	-0.3	-4	-5	-3.6
9	COc1ccc2c(c1)Cc1sc(NC(=O)c3cccnc3)nc1-2	-2.3	-17	5.3	4	-4	3.0	-3	-12	-0.2
10	COc1ccc(C(C(=O)NC2CCCC2)N(C(=O)c2snc(-c3ccc(F)cc3)c2N)c2ccc(F)cc2)cc1 (stereo not given)	0.6	13	0.3	-5	-7	0.5	6	6	0.9
11	COC(=O)c1cc(S(=O)(=O)N(C)C2CCCCC2)cn1C	-2.1	-9	-1.2	-1	-3	0.1	-26	30	1.9
12	COc1cccc(Oc2coc3c(CN4CCOCC4)c(O)ccc3c2=O)c1	-3.8	-6	0.0	-2	2	0.3	-10	-10	-4.7
13	CCC(=O)Nc1ccc(N2CCOCC2)c(S(=O)(=O)Nc2ccc(OC)cc2)c1	0.1	19	0.2	-1	-10	2.4	-9	11	2.0
14	CCOc1cc(/C=C(/C#N)C(=O)Nc2ccc(OC)cc2)ccc1OCc1ccc(C(=O)O)cc1	2.8	-25	0.4	-3	8	0.8	-31	3	-1.6
15	Cc1cc(NC(=O)C2CC(c3ccc(F)cc3)=NO2)n(-c2ccccc2)n1 (stereo not given)	-2.8	-4	-0.6	x	10	1.2	-12	13	-5.0
16	Cc1cc2c(cc1S(=O)(=O)NCc1ccccc1Cl)OCCN2C	-1.5	8	0.3	x	0	0.1	-23	23	-1.9
17	COc1ccc(C(=O)Nc2nc3ccccc3s2)c(OC)c1	-3.0	-9	0.3	-13	-2	0.4	0	x	0.5
18	COc1ccc(C(=O)NNC(=O)CSc2nnc(COc3ccc4ccccc4c3)n2C)cc1	-2.2	5	0.5	-4	5	-0.8	-12	18	-1.4
19	O=C(/C=C/c1ccc2c(c1)OCCCO2)c1ccc2ccccc2c1O	-4.1	-9	-2.1	-2	-12	0.3	-2	5	-3.4
20	O=C1c2ccccc2C(=O)N1c1cccc(-c2nc3ccccc3o2)c1	-2.7	-7	0.1	1	0	0.1	-2	-56	-2.5
21	CCN(CC)S(=O)(=O)c1ccc(NC2c3ccccc3C(=O)N2Cc2ccc3c(c2)OCO3)cc1 (stereo not given)	-0.4	2	-0.3	x	10	0.6	-1	-9	-3.0
22	COC(=O)CN1C(=O)C(O)(CC(=O)c2ccc(C)cc2)c2cc(Br)ccc21 (stereo not given)	-1.8	2	2.9	-2	-9	0.9	-19	-26	0.7
23	COCCNC(C)C(=O)Nc1ccc(Br)cc1 (stereo not given)	-1.2	-3	2.2	-3	2	1.4	4	0	-3.2
24	COc1ccc(NC(=O)CN(c2ccccc2)S(=O)(=O)c2ccccc2)c(OC)c1	-2.8	-7	-2.4	-7	-11	0.2	-35	32	-2.0
25	Cc1ncc(CN2CCC(C(=O)Nc3cccc(-c4cscn4)c3)CC2)cn1	-2.9	-15	-2.0	3	-4	-0.2	-3	38	-2.1
26	Cc1ccc(-c2cc(-c3ccc(C)o3)nc(N)c2C#N)cc1	-1.7	4	-0.7	-4	12	0.7	-13	50	-2.8
27	CCOC(=O)C1=C(N)Oc2cc(O)ccc2C1c1ccc(F)cc1F (stereo not given)	-0.3	-29	0.3	-12	-32	0.0	-1	x	-2.7
28	COc1ccc(N2C(=O)C3C(C2=O)C3(c2ccccc2)c2ccccc2)cc1 (stereo not given)	-3.9	-16	-1.7	-2	-2	0.8	-23	15	-1.6
29	N#CC1=C(N)N2C(=C(C#N)C13CCN(Cc1ccccc1)CC3)Nc1ccccc12	-2.0	-1	2.6	-6	-7	0.7	-6	-4	-2.3
30	CCN(CC(=O)NC1CCS(=O)(=O)C1)C(=O)C(c1ccccc1)c1ccccc1 (stereo not given)	-7.9	-14	-0.4	1	2	0.1	-6	-3	-0.7
31	CS(=O)(=O)N(CC(=O)NCc1ccccc1)c1ccc(Cl)cc1	-2.9	1	-0.4	-8	6	0.9	-2	25	-0.5
32	COC(=O)c1ccc(NC(=O)c2ccccc2NS(=O)(=O)c2ccccc2)cc1	-1.0	17	16	-8	0	10	-16	47	0.5
33	O=C1CN(C(=O)COC(=O)CCCOc2ccccc2)c2ccccc2N1	-2.5	2	0.6	-1	-1	2.2	-32	48	-1.8
34	COc1cccc(OC)c1C(=O)Nc1ccc(N2CCN(C(=O)c3ccco3)CC2)cc1	-4.0	8	0.0	-8	6	0.5	-24	15	-3.8
35	CN(Cc1ccccc1)C(=S)NC(=O)c1cccs1	-4.1	-16	-1.0	-2	8	0.1	-10	-9	-7.4
36	O=S1(=O)N=C2CCCN2C(c2ccc(F)cc2)N1 (stereo not given)	-3.7	-4	0.0	3	20	0.0	-2	-1	-2.6
37	COc1cccc(CNC(=O)CCn2ccc3cc(S(=O)(=O)N4CCC(C)CC4)ccc32)c1	-2.4	-2	7.6	-7	-15	7.2	-27	13	-3.0
38	COc1cc(C(=O)OCC(=O)Nc2sccc2C(N)=O)cc(OC)c1OC	-3.8	-2	0.9	1	0	1.1	-15	-6	-2.1
39	Cc1ccccc1CSc1nnc(NC(=O)C2COc3ccccc3O2)s1 (stereo not given)	-2.2	-4	2.5	-2	13	1.7	-6	7	-1.4
40	O=C(Cc1ccccc1F)Nc1nc2ccccc2[nH]1	-2.1	-4	0.4	0	-2	0.2	-3	41	-3.0

Some of the entries so far, with values under each structure.
Order of values – IMP-1 inhibitor	GPR7 antag	OXTR agonist	GalR3 antagonist	HCV NS3 hel inh	V1R ag counter	FID counter	PHOSPHO1 inh	VIM-2 inhibitor
33	O=C1CN(C(=O)COC(=O)CCCOc2ccccc2)c2ccccc2N1
    -2.5	2	0.6	-1	-1	2.2	-32	48	-1.8
34	COc1cccc(OC)c1C(=O)Nc1ccc(N2CCN(C(=O)c3ccco3)CC2)cc1
    -4.0	8	0.0	-8	6	0.5	-24	15	-3.8

Next part
entry	Compound	IMP-1 inhibitor	GPR7 antag	OXTR agonist	GalR3 antagonist	HCV NS3 hel inh	V1R ag counter	FID counter	PHOSPHO1 inh	VIM-2 inhibitor
41	Cc1ccc(C)c(S(=O)(=O)Nc2ccc(C(=O)NCC(c3ccco3)N3CCCCC3)cc2)c1 (stereo not given)	-2.1	-1	1.5	-4	-67	1.9	15	43	-2.8
42	COc1ccc(CC(=O)Nc2cccc3ncccc23)cc1OC	-2.3	-19	1.7	-4	5	0.3	-1	20	-0.9
43	CC(NC(=O)COc1ccc(/C=N/NC(=O)CO)cc1)c1ccccc1 (stereo not given)	-4.0	-7	-0.1	-5	4	1.3	-6	30	-4.1
44	COc1ccc(CCC(=O)Nc2ccc3c(c2)OCO3)cc1	0.2	13	0.9	-8	1	1.4	-6	x	2.6
45	CC(C)C1Cc2[nH]c(=O)c(C(=O)O)cc2CO1 (stereo not given)	0.0	-6	-0.7	-6	-1	-0.1	2	6	-0.9
46	Cc1cc(O)ccc1NC1=CC(=O)CC(C)(C)C1	-2.3	-8	-0.8	-3	-6	0.1	-11	7	-0.4
47	O=C(O)c1cccc(N2CCCCS2(=O)=O)c1	-4.1	6	0.8	1	7	0.5	-1	-8	-2.3
48	CCC(=O)Nc1ccc(C(=O)OCC(=O)c2ccc(C)c([N+](=O)[O-])c2)cc1	-2.9	-4	10	-2	-5	5.8	5	54	-1.1
49	COc1cccc2cc(C(C)N(CCCN3CCOCC3)C(=S)Nc3cc(C)ccc3C)oc12 (stereo not given)	-2.8	-3	-1.2	9	1	-0.1	12	11	-2.8
50	CCOC(=O)c1sc(NC(=O)CSc2nc(C)cc(C)c2C#N)c(C#N)c1C	-1.9	-8	-0.3	-6	5	1.1	1	16	1.1
51	Cc1cc(C)nc(NN2C(=O)C=CC2=O)n1	-4.2	1	-0.1	x	10	-0.3	-18	23	-3.4
52	O=C(O/N=C(/c1ccccc1)c1ccncc1)c1ccccc1[N+](=O)[O-]	-1.3	3	-2.1	-9	-10	-0.9	1	45	-6.2
53	CN(C)c1ncc(CN2CCC(C(=O)Nc3ccc(-n4cccn4)cc3)CC2)s1	-1.2	-7	-0.9	-4	-3	0.7	5	24	-2.4
54	CCN1CCN(C(=O)c2cc3c(-c4ccc(Cl)cc4)nn(C)c3s2)CC1	0.3	7	5.5	-3	-77	2.6	24	9	11*
55	O=C(O)Cn1c(=O)c2cccn2c2ccccc21	-2.7	3	0.0	-10	7	-1.0	-3	25	-3.3
56	CC(=O)Oc1ccc2c(=O)c(Oc3ccccc3)coc2c1OC(C)=O	-1.7	5	-0.3	-2	22	-0.5	-10	-4	0.3
57	CCN(CC)S(=O)(=O)c1ccc(N2CCN(C)CC2)c(NC(=O)Nc2ccccc2F)c1	-2.1	6	5.3	-5	-77	3.1	31	52	-3.9
58	COc1ccc(NC(=S)N(CCCN2CCN(C)CC2)Cc2cccs2)cc1	0.1	7	-1.5	-13	-12	-1.0	27	14	1.7
59	Cc1ccc(-c2cc(-c3ccc(F)cc3)n[nH]2)c(O)c1	-3.1	-20	x	-6	-19	x	-8	19	-3.7
60	CCN(CC)S(=O)(=O)c1ccc(NC(=O)C2CCCN(C(=O)c3ccc(Cl)cc3)C2)cc1 (stereo not given)	-2.2	-8	3.5	3	0	7.4	-12	-12	-2.3
61	CC1CC(=O)Nc2ccccc2N1S(=O)(=O)c1ccc(C#N)cc1 (stereo not given)	-3.7	-9	2.1	-3	1	1.2	-1	3	-3.1
62	COc1ccc(C(=O)NC(=O)Nc2ncccc2C)cc1	-3.8	-1	0.9	-5	3	0.6	-1	18	-3.1
63	CC(C)(C)NC(=O)C1CCN(S(=O)(=O)c2cccc(C(F)(F)F)c2)CC1	-2.9	-1	0.1	4	-6	0.3	-17	24	-2.8
64	COc1cc(NC(=O)c2csc3c2CCCC3)ncn1	1.9	2	-0.9	2	-1	-0.7	-1	7	-0.8
65	COc1ccc(CC(NC(C)=O)C(=O)NC2CCN(C(=O)c3ccc(OC)c(OC)c3)CC2)cc1OC (stereo not given)	-0.7	1	0.5	-7	-2	-0.6	-5	45	-1.5
66	CC(=O)N1CCc2cc(S(=O)(=O)CCC(=O)NCc3ccc(C)o3)ccc21	-0.9	0	-1.0	5	8	-1.2	-11	17	-1.1
